Screens from PubChem.
FadD28 binding = blocks FadD28 binding to the bisubstrate probe; inhibition, % at 12.5 µM; fluorescence polarization; 360,000 compounds, 0.22% hits; AID 588549; in the data active = inhibition above about 8.5%, passing the limit was not always enough; inconclusive = no clear call, values can overlap the other calls
Mtb UGM inh = inhibitors of M. tuberculosis UDP-galactopyranose mutase | 320,000 compounds, 0.06% hits | purified UGM, fluorescence polarization probe displacement | inhibition, % at 10 µM | P9WIQ1; in the data active = inhibition above about 10%, passing the limit was not always enough; inconclusive = no clear call, values can overlap the other calls
BoNT-F LC inh = blocks Botulinum neurotoxin F light chain protease. Multiplex microsphere protease cleavage assay, flow cytometry. inhibition, % at 10 µM. 360,000 compounds, 0.22% hits. AID 588497; in the data active = inhibition above about 35%, passing the limit was not always enough; inconclusive = no clear call, values can overlap the other calls; also: plate controls were buffer without enzyme for full effect and enzyme alone for no effect
MazF activator = MazEF (E. coli) toxin RNase activation; FAM/BHQ RNA-DNA oligo cleavage fluorescence, 5 h; activation, % at 20 µM; 350,000 compounds, 0.32% hits; in the data active = activation above about 50%
FBA Mtb inh = inhibitors of M. tuberculosis fructose-bisphosphate aldolase. P9WQA3. purified M. tuberculosis FBA, fluorescence read-out. inhibition, % at 1 µM. 360,000 compounds, 2.3% hits. AID 588726; in the data active = inhibition above about 27%;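 also: 0% = vehicle and 100% = reference inhibitor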
Target sequence (P9WQA3 whole entry, looked up): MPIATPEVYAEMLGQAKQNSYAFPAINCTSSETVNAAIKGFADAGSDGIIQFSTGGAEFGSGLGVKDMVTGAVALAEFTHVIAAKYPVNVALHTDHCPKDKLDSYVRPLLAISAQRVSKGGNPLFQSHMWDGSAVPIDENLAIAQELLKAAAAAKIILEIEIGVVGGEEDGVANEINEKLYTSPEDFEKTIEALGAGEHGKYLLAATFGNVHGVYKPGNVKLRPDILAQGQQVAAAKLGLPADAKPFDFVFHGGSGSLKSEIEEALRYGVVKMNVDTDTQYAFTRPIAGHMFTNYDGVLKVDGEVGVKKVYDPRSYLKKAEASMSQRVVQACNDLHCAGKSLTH
DUSP3 inh = inhibitors of human VHR1 phosphatase (DUSP3); 290,000 compounds, 0.52% hits; AID 1654; P51452; recombinant VHR phosphatase, pNPP absorbance; inhibition, % at 13.3 µM; in the data active = inhibition above about 50%; also: some compounds called inactive have numbers as strong as hits
Target sequence (P51452 whole entry, looked up): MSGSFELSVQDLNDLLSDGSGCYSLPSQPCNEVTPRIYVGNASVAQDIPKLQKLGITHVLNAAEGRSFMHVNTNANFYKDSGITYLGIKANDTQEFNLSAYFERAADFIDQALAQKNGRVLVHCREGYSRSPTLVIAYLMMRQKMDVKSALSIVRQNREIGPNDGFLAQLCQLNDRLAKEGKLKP
CCHF vOTU inh = CCHFV vOTU protease inhibition | Pep-AMC fluorescence | inhibition, % at 11.5 µM | 370,000 compounds, 0.55% hits | AID 651958; also: 0% = vehicle wells with enzyme and 100% = no enzyme wells
GDH-TPI inh = GDH-TPI coupled enzyme inhibition counter-screen; GDH-TPI coupled enzyme counterscreen, NADH absorbance; inhibition, % at 4.8 µM; 360,000 compounds, 1.2% hits; AID 588335;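 also: 0% = DMSO wells and 100% = wells lacking the enzyme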
Rv3671c inh = Rv3671c (M. tuberculosis) protease inhibition; 320,000 compounds, 0.048% hits; inhibition, % at 5.96 µM; AID 2606; P9WHR9; in the data active = inhibition above about 38%;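 also: extracellular domain of Rv3671c used as enzyme; 0% = enzyme with DMSO and 100% = no enzyme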
Target sequence (P9WHR9 whole entry, looked up, the tested form may be a part): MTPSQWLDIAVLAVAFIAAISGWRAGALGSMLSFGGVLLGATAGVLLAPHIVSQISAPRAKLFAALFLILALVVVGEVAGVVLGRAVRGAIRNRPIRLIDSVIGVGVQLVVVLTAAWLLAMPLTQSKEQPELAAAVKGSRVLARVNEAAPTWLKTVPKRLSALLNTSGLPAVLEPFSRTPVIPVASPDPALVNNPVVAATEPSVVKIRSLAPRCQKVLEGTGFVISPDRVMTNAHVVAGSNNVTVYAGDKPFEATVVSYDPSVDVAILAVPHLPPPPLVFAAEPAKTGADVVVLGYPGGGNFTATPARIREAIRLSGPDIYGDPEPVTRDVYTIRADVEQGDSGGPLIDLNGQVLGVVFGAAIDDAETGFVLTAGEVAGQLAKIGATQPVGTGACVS
Mtb BioA inh = BioA (M. tuberculosis) enzyme inhibition; inhibition, % at 9.99 µM; purified M. tuberculosis BioA enzyme, plate reader; AID 602481; 360,000 compounds, 0.096% hits; in the data active = inhibition above about 40%; inconclusive = no clear call, values can overlap the other calls
Numbers without * were called inactive. Rule as the data show it, unless noted: active = inhibition above about 30%; inactive = the rest.

What do the screens show for `O=C(Nc1ccccc1F)c1ccccc1C(=O)Nc1ccccc1F`?
FadD28 binding: -3.6; Mtb UGM inh: -2.4; BoNT-F LC inh: inconclusive; MazF activator: -3; FBA Mtb inh: 1; CCHF vOTU inh: -5; GDH-TPI inh: -20; Rv3671c inh: -6; Mtb BioA inh: -1.6

How did COc1cc2c(cc1OC)-c1cc(NC3CCCCC3)nc(=O)n1CC2 do in these assays?
FadD28 binding: -3.5; Mtb UGM inh: -1.1; BoNT-F LC inh: -5; MazF activator: 4; FBA Mtb inh: 3; DUSP3 inh: 34; CCHF vOTU inh: 4; GDH-TPI inh: 4; Rv3671c inh: 2; Mtb BioA inh: 3.1

Results for O=C(/C=C/c1ccccc1)NCCC1=CCCCC1 ?
FadD28 binding: 0.8; Mtb UGM inh: -1.3; BoNT-F LC inh: -5; MazF activator: 4; FBA Mtb inh: -1; DUSP3 inh: 5; CCHF vOTU inh: -10; GDH-TPI inh: -3; Rv3671c inh: -5; Mtb BioA inh: 1.2

How did Cc1cc(NC(=O)CSc2nc(Cc3ccc(O)cc3)c(C)[nH]2)no1 do in these assays?
FadD28 binding: -1.5; Mtb UGM inh: 3.4; BoNT-F LC inh: -5; MazF activator: 6; FBA Mtb inh: 3; DUSP3 inh: 3; CCHF vOTU inh: 7; GDH-TPI inh: 5; Rv3671c inh: -1; Mtb BioA inh: 0.6

How did Cc1cn([C@H]2C[C@H](O)[C@@H](CNCc3cnc(N4CCOCC4)s3)O2)c(=O)[nH]c1=O do in these assays?
FadD28 binding: -3.3; BoNT-F LC inh: -3; MazF activator: 5; FBA Mtb inh: 0; CCHF vOTU inh: -4; GDH-TPI inh: -4; Mtb BioA inh: -0.5

How did COc1ccc(Nc2cc(Nc3ccccc3)ncn2)cc1 do in these assays?
FadD28 binding: -2.3; Mtb UGM inh: 1.8; BoNT-F LC inh: 14; MazF activator: -12; FBA Mtb inh: 0; DUSP3 inh: 31; CCHF vOTU inh: -7; GDH-TPI inh: -2; Rv3671c inh: -12; Mtb BioA inh: -0.2

What do the screens show for `c1ccc(-c2ccncc2)nc1`?
FadD28 binding: -1.6; Mtb UGM inh: 0.8; BoNT-F LC inh: -10; MazF activator: 10; FBA Mtb inh: -1; CCHF vOTU inh: 1; GDH-TPI inh: 1; Rv3671c inh: 6; Mtb BioA inh: 0.8

How did CCOC(=O)C1CCN(/C=C2/C(=O)NC(=O)N(Cc3ccco3)C2=O)CC1 do in these assays?
FadD28 binding: -3.4; Mtb UGM inh: -0.7; BoNT-F LC inh: -2; MazF activator: -17; FBA Mtb inh: -2; DUSP3 inh: -5; CCHF vOTU inh: 10; GDH-TPI inh: -3; Rv3671c inh: -3; Mtb BioA inh: -2.1

Results for COc1ccc2c(c1OC)C(=O)N(C(C)C(=O)O)C2=O (stereo not drawn) ?
FadD28 binding: -3.9; Mtb UGM inh: -0.7; BoNT-F LC inh: 6; MazF activator: 2; FBA Mtb inh: 1; DUSP3 inh: 44; CCHF vOTU inh: -20; GDH-TPI inh: 5; Rv3671c inh: 13; Mtb BioA inh: -1.9

What do the screens show for `Cc1nc2ccccc2c(=O)n1-c1ccc(NS(=O)(=O)c2ccc(F)cc2F)cc1`?
FadD28 binding: -0.5; Mtb UGM inh: 0.8; BoNT-F LC inh: -2; MazF activator: 3; FBA Mtb inh: 4; CCHF vOTU inh: 0; GDH-TPI inh: 1; Rv3671c inh: -9; Mtb BioA inh: 1.1

How did COCCNC(=O)C1(C)CCN(C(=O)c2ccc(F)c(C)c2)C1 (stereo not drawn) do in these assays?
FadD28 binding: 0.9; BoNT-F LC inh: 2; FBA Mtb inh: 2; CCHF vOTU inh: 2; GDH-TPI inh: 6; Mtb BioA inh: 0.0

Results for CCn1ncc(Cl)c1C(=O)Nc1ccncc1 ?
FadD28 binding: 0.0; Mtb UGM inh: 1.4; BoNT-F LC inh: 3; MazF activator: 0; FBA Mtb inh: 0; DUSP3 inh: 7; CCHF vOTU inh: -6; GDH-TPI inh: 2; Rv3671c inh: -2; Mtb BioA inh: 0.6

How did N#CC1=C2SCCN2C(=O)C(C#N)C12CCCCC2 (stereo not drawn) do in these assays?
FadD28 binding: -0.5; Mtb UGM inh: 3.3; BoNT-F LC inh: -2; MazF activator: -2; FBA Mtb inh: -3; DUSP3 inh: 4; CCHF vOTU inh: -7; GDH-TPI inh: 18; Rv3671c inh: 1; Mtb BioA inh: -0.5

Results for CCn1c(=S)sc2c(=O)n(-c3ccccc3)c(SC)nc21 ?
FadD28 binding: -4.1; Mtb UGM inh: -1.2; BoNT-F LC inh: -3; MazF activator: 7; FBA Mtb inh: 0; DUSP3 inh: 15; CCHF vOTU inh: 2; GDH-TPI inh: 26; Rv3671c inh: 6; Mtb BioA inh: 1.9

Results for CN(Cc1ccccc1)C1CCCN(C(=O)COc2ccccc2Cl)C1 (stereo not drawn) ?
Mtb UGM inh: 1.9; BoNT-F LC inh: 0; MazF activator: 5; FBA Mtb inh: 1; DUSP3 inh: 2; CCHF vOTU inh: 4; GDH-TPI inh: -3; Rv3671c inh: 5; Mtb BioA inh: 1.3

Results for CN1[C@@H](COCc2ccccc2)C=CS1(=O)=O ?
FadD28 binding: -0.3; BoNT-F LC inh: -4; FBA Mtb inh: 1; CCHF vOTU inh: 14; Mtb BioA inh: -0.5

How did COC(=O)C1=C(c2cc3ccccc3o2)C[C@@H]2CC[C@H]1N2C(=O)NC(C)C do in these assays?
FadD28 binding: -3.0; Mtb UGM inh: 1.3; BoNT-F LC inh: 2; MazF activator: 9; FBA Mtb inh: 2; CCHF vOTU inh: 7; GDH-TPI inh: 11; Rv3671c inh: 10; Mtb BioA inh: 0.5

What do the screens show for `CCOCCCNC(=O)CN1C(=O)CSc2ccc(S(=O)(=O)N3CCOCC3)cc21`?
FadD28 binding: 0.3; Mtb UGM inh: -1.2; BoNT-F LC inh: 3; MazF activator: 8; FBA Mtb inh: 3; DUSP3 inh: 17; CCHF vOTU inh: -2; GDH-TPI inh: 0; Rv3671c inh: -3; Mtb BioA inh: 0.0

Results for COc1ccc(CNC(=O)c2cccc(N3CCCC3=O)c2)cc1 ?
FadD28 binding: -1.8; Mtb UGM inh: 4.2; BoNT-F LC inh: -12; MazF activator: 6; FBA Mtb inh: 0; DUSP3 inh: -31; CCHF vOTU inh: -5; GDH-TPI inh: -4; Rv3671c inh: -5; Mtb BioA inh: 0.6

What do the screens show for `CCCNC(=O)c1ccc(N2CCC3(CC2)CC(c2ccccc2)=NO3)c(NC(=O)c2ccco2)c1`?
FadD28 binding: -3.5; Mtb UGM inh: -3.4; BoNT-F LC inh: -3; MazF activator: -13; FBA Mtb inh: 1; DUSP3 inh: 21; CCHF vOTU inh: 17; GDH-TPI inh: -1; Rv3671c inh: -43; Mtb BioA inh: 0.1

How did CCc1nnc(N2C(=O)c3ccc(Oc4ccc([N+](=O)[O-])cc4)cc3C2=O)s1 do in these assays?
FadD28 binding: -4.3; Mtb UGM inh: 2.3; BoNT-F LC inh: 4; MazF activator: -3; FBA Mtb inh: -3; DUSP3 inh: 5; CCHF vOTU inh: 2; GDH-TPI inh: -1; Rv3671c inh: -2

How did O=C(NCc1cccnc1)c1ccc(NS(=O)(=O)c2cccc([N+](=O)[O-])c2)cc1 do in these assays?
FadD28 binding: 0.7; Mtb UGM inh: -0.9; BoNT-F LC inh: -2; MazF activator: -1; FBA Mtb inh: -3; CCHF vOTU inh: 9; GDH-TPI inh: 10; Rv3671c inh: 0; Mtb BioA inh: 5.9

What do the screens show for `CN1CCN(c2ccc(NC(=O)COc3ccc4ccccc4c3)cc2)CC1`?
FadD28 binding: -3.0; Mtb UGM inh: 4.0; BoNT-F LC inh: -2; MazF activator: 3; FBA Mtb inh: -1; DUSP3 inh: 25; CCHF vOTU inh: -1; GDH-TPI inh: 1; Rv3671c inh: 0; Mtb BioA inh: -2.0

How did COc1cccc(C(=O)N2CCCC(c3nc(-c4cccs4)no3)C2)c1 (stereo not drawn) do in these assays?
FadD28 binding: -0.8; Mtb UGM inh: 2.2; BoNT-F LC inh: 1; MazF activator: 3; FBA Mtb inh: 3; DUSP3 inh: -1; CCHF vOTU inh: 1; GDH-TPI inh: 12; Rv3671c inh: -7

How did Clc1ccc(-n2ncc3c(N4CCCCCC4)ncnc32)cc1 do in these assays?
FadD28 binding: -0.8; Mtb UGM inh: 2.3; BoNT-F LC inh: -1; MazF activator: 6; FBA Mtb inh: 5; DUSP3 inh: 15; CCHF vOTU inh: -3; GDH-TPI inh: 3; Rv3671c inh: 3; Mtb BioA inh: 0.0

Results for O=C(NCCN1CCOCC1)C(=O)NCc1ccco1 ?
FadD28 binding: 0.4; Mtb UGM inh: -4.2; BoNT-F LC inh: -1; MazF activator: 1; FBA Mtb inh: 0; DUSP3 inh: 14; CCHF vOTU inh: 12; GDH-TPI inh: 7; Rv3671c inh: 3

Results for Cc1ccc(S(=O)(=O)N2CCC(C(=O)N3CCN(c4ccccn4)CC3)CC2)cc1 ?
FadD28 binding: -2.7; Mtb UGM inh: -4.6; BoNT-F LC inh: -2; MazF activator: 0; FBA Mtb inh: 6; DUSP3 inh: 6; CCHF vOTU inh: 10; GDH-TPI inh: 0; Rv3671c inh: -4; Mtb BioA inh: 2.4

How did COc1ccc(C(=O)CSc2nnc(Cn3cnc4ccccc43)o2)cc1 do in these assays?
FadD28 binding: -1.1; Mtb UGM inh: -0.9; BoNT-F LC inh: -4; MazF activator: 5; FBA Mtb inh: 0; DUSP3 inh: 32; CCHF vOTU inh: -8; GDH-TPI inh: -11; Rv3671c inh: -7; Mtb BioA inh: 0.4

Results for CN(CC(=O)Nc1ccc(F)cc1)C(=O)CN1C(=O)NC2(CCCCC2)C1=O ?
FadD28 binding: -2.1; Mtb UGM inh: -2.8; BoNT-F LC inh: -4; MazF activator: 4; FBA Mtb inh: 10; CCHF vOTU inh: -2; GDH-TPI inh: 2; Rv3671c inh: 4; Mtb BioA inh: -3.1

Results for CCC(C)NC(=O)c1c(F)c(F)c(F)c(F)c1F (stereo not drawn) ?
FadD28 binding: -2.8; Mtb UGM inh: 0.1; BoNT-F LC inh: 8; MazF activator: -6; FBA Mtb inh: 4; DUSP3 inh: 18; CCHF vOTU inh: 1; GDH-TPI inh: 0; Rv3671c inh: -6; Mtb BioA inh: 0.4

What do the screens show for `S=c1[nH]c2ccc(Cl)cc2[nH]1`?
FadD28 binding: -1.2; Mtb UGM inh: -2.0; BoNT-F LC inh: -2; MazF activator: -2; FBA Mtb inh: 2; DUSP3 inh: 4; CCHF vOTU inh: 10; GDH-TPI inh: 13; Rv3671c inh: -5; Mtb BioA inh: -0.8

Results for CC1CN(CCOc2ccccc2C(C)C)CC(C)O1 (stereo not drawn) ?
FadD28 binding: 1.1; Mtb UGM inh: -0.7; BoNT-F LC inh: inconclusive; MazF activator: 7; FBA Mtb inh: 1; DUSP3 inh: 10; CCHF vOTU inh: -5; GDH-TPI inh: 11; Rv3671c inh: 2; Mtb BioA inh: 0.1

Outcome played no part in choosing rows; any-hit rate near 4.9%.
